# KLK5 inh = blocks human kallikrein 5 protease activity | Q9Y337 | recombinant hK5, fluorogenic AMC substrate cleavage | inhibition, % at 5 µM | 210,000 tested, 0.59% active | AID 873;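 active means inhibition of 40% or more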;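 further: 0% = enzyme controls without compound and 100% = no-enzyme blanks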
# Target sequence (Q9Y337 67-293 limits assumed): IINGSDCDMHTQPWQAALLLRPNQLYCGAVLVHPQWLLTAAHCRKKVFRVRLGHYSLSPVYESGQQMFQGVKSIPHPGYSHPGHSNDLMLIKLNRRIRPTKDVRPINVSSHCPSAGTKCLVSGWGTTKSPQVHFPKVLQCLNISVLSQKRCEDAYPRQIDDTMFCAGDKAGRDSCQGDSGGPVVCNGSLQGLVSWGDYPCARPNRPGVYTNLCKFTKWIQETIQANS
# 14-3-3 Bad PPI = disrupts binding of bovine 14-3-3 zeta to phospho-Bad peptide | inhibition, % at 21.7 µM | TR-FRET 14-3-3zeta/Dy647-pBad peptide displacement, 1 h | 220,000 tested, 0.71% active | AID 781 | P63103;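 active means inhibition above about 70%, limit read from the data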;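 further: 0% = full 14-3-3 plus peptide FRET controls and 100% = background without 14-3-3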
# Thrombin inh = thrombin (human) inhibition | alpha-thrombin, Boc-VPR-AMC fluorogenic substrate cleavage | inhibition, % at 5 µM | AID 1046 | 220,000 tested, 0.26% active | P00734;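 active means inhibition at or above 40%; inactive means inhibition below 40%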;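 further: 0% = enzyme with no compound and 100% = wells without enzyme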
#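 System: human alpha-thrombin protein; Compound dosing: one concentration per compound, 5 µM, with 0.2% DMSO; Timing: reaction at room temperature; Technique: AMC fluorescence, 355/460 nm; Controls: enzyme without compound as high, wells lacking enzyme as low.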
# Furin inh = inhibitors of human furin; P09958; purified furin, fluorogenic substrate cleavage; inhibition, % at 30 µM; 220,000 tested, 0.061% active; in the data active means inhibition above about 25%; further: inactives centre near -15
# Target sequence (P09958 108-714 limits assumed): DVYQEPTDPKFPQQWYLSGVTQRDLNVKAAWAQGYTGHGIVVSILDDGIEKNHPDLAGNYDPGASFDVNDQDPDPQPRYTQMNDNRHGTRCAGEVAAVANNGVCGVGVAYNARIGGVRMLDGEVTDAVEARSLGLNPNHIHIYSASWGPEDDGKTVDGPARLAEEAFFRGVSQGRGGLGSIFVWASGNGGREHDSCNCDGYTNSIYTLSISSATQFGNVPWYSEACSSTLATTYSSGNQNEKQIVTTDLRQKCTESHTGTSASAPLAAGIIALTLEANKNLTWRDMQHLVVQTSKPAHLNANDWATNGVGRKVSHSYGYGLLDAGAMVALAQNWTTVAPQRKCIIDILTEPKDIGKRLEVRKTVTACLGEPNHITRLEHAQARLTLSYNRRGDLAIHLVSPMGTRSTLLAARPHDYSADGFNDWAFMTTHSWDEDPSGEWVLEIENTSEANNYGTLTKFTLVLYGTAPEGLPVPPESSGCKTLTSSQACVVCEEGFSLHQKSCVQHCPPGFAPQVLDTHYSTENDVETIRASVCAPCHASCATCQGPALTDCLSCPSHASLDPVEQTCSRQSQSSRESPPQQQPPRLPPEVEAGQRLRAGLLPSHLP
# KCC2 mod = KCC2 (human) Cl- transport modulation; Q9H2X9; KCC2 cells, thallium flux FluoZin-2 fluorescence; B-score of Tl+ flux slope (higher = more flux/activation; lower = inhibition) at 10 µM; 190,000 tested, 2.2% active; AID 1456;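 active means thallium flux slope and its plate-corrected score both differing from the plate sample mean at a set confidence after two filtering rounds, in either direction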;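 further: slope of fluorescence scaled to starting intensity during 10 to 20 s after thallium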
# eIF4E 4G PPI = inhibitors of eIF4E and eIF4G interaction in translation initiation; TR-FRET eIF4E-eIF4GI(517-606) binding, 2 h; inhibition, % at 21.7 µM; 220,000 tested, 0.37% active;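 further: 0% = full FRET control wells and 100% = background wells lacking eIF4GI fragment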
# Rad51 HR inh = blocks human Rad51 in homologous recombination; hRad51 DNA strand exchange, fluorescence dequenching; inhibition, % at 10 µM; 200,000 tested, 0.085% active; AID 1385;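 active means inhibition above 40% at the single screening dose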;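 further: 0% = DMSO control wells and 100% = blanks with heterologous ssDNA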
#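 Material: Human Rad51 nucleoprotein filaments preassembled on unlabelled ssDNA | Also added: Labelled 47-mer dsDNA for strand exchange | Dosing: Single dose, 10 µM final compound | Schedule: 30-min compound preincubation and 15-min exchange, both room temperature | Technique: Fluorescence dequenching at 485/520 nm | Measure: Percent inhibition relative to plate controls and blanks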
# p47phox inh = inhibitors of human p47phox binding | P14598 | p47phox/p22phox peptide binding, fluorescence polarization, 2 h | inhibition, % at 24.7 µM | 220,000 tested, 0.53% active;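 further: 0% = p47phox with labelled peptide and 100% = labelled peptide alone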
# EBV gp42 inh = blocks Epstein-Barr virus glycoprotein 42 binding; Q1HVG2; Fluorescence polarization binding assay, mP read-out; inhibition, % (tested at 21.74 µM); 220,000 tested, 0.42% active; in the data active means inhibition above about 50%
# Target sequence (Q1HVG2 whole entry, looked up): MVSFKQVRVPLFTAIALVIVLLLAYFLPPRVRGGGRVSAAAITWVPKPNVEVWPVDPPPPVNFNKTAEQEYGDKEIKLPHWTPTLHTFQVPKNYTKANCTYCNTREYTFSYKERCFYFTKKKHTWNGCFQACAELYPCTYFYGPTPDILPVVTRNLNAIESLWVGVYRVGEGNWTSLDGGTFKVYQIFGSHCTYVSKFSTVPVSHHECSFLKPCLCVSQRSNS
# The depositor's hits bear a star; · = no result given; [ ] = another dose, or the depositor's remark.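 How the source made its calls, unless noted: active means inhibition above about 30% (limit read from the data); inactive means the rest.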
Compound	KCC2 mod	Furin inh	Thrombin inh	KLK5 inh	14-3-3 Bad PPI	eIF4E 4G PPI	EBV gp42 inh	p47phox inh	Rad51 HR inh
CC1=NN(c2ccc(Cl)c(C(=O)O)c2)C(=O)C1	1.1	-25	1	-10	-6	8	-15	-5	-10
O=C(COC(=O)c1ccccn1)Nc1ccccc1OC(F)F	-0.4	-25	-2	1	-21	1	1	-11	9
Cc1ccc(C(C)(C)C)cc1S(=O)(=O)Nc1cccc(S(=O)(=O)NC2=NCCC2)c1	-0.011	-6	-3	-6	-2	2	-1	-5	·
CC(Oc1ccccc1)c1ccnc(N)n1 (stereo not drawn)	0.8	-14	-5	-16	4	1	1	-10	4
CCc1ccccc1N(CC(=O)N1CCN(c2ccc(F)cc2)CC1)S(C)(=O)=O	·	-11	-17	-25	66	2	1	-8	0
COc1ccccc1NC(=O)c1ccc(NC(=O)CN(C)Cc2ccccc2F)cc1	-1.9	-16	-3	4	1	-2	-3	-16	-3
CCN(C(=O)COC(=O)COc1ccc2c(C)cc(=O)oc2c1)C1CCS(=O)(=O)C1 (stereo not drawn)	1.2	-28	-6	-3	-7	2	1	2	26
CC(C)CC(NS(=O)(=O)c1cccc(C(=O)O)c1)C(=O)O (stereo not drawn)	0.32	-31	1	-13	13	2	-3	-1	8
COc1ccc(N2C(=O)C(Cl)=C(NCc3ccccc3)C2=O)cc1	-1.1	-14[20 µM]	4	0	-2	2	-17	-16	11
CN(CCc1ccccn1)C(=O)CCC1CCCN(C(=O)NC2CCCCC2)C1 (stereo not drawn)	-0.87	-18	-4	4	-2	4	-8	4	·
CC1CCN(C(=S)Nc2ccc(F)cc2)CC1	-0.21	-9	-6	-13	-18[fluorescence artefact?]	-2[fluorescence artefact?]	-5	-2	4
COc1cc(/C=N/NC(=O)C(N)=O)ccc1OC(=O)c1cccs1	1.2	-21	-3	3	2	-2	-11	-7	-7
CCOC(=O)Cn1c(CN(Cc2ccccc2)Cc2ccccc2)nc2c1c(=O)[nH]c(=O)n2C	-0.033	-21	-2	-25	0	-5	-3	-11	-7
NCCSSCCN	0.85	-18	4	3	-3	-20	-2	4	0
O=C(NCc1ccco1)C(c1ccncc1)N(C(=O)Cc1cccs1)c1ccccc1 (stereo not drawn)	0.041	-10	-1	6	-5	-2	-1	1	·
Cc1cc(C)nc(SCc2nnc(SCC#N)n2-c2cccc(Cl)c2)n1	0.82	-14	-1	-8	9	0	-4	-7	-8
CCOC(=O)c1cc(C(C)(C)C)nc(SC)c1C#N	·	-7	-3	-1	-3	3	-13	1	5
COc1ccc(/C=C/C(=O)N(Cc2cccs2)C2CCS(=O)(=O)C2)cc1 (stereo not drawn)	-0.66	-2	-10	1	-1	-1	1	-38	·
COc1cc([N+](=O)[O-])cc(/C=N/NC(=O)C(C)Nc2cccc(C)c2)c1O (stereo not drawn)	-2.1	-15	-6	-32	-8	-3[fluorescence artefact?]	-30	-33	-3
CCCCn1cnc2c([nH]c3cc(OC)ccc32)c1=O	4.7	-20[20 µM]	-1	1	-4	-1	-13	-1	3

# Random excerpt: 2 entries already listed.
Compound	KCC2 mod	Furin inh	Thrombin inh	KLK5 inh	14-3-3 Bad PPI	eIF4E 4G PPI	EBV gp42 inh	p47phox inh	Rad51 HR inh
CCc1ccccc1N(CC(=O)N1CCN(c2ccc(F)cc2)CC1)S(C)(=O)=O	·	-11	-17	-25	66	2	1	-8	0
COc1ccc(/C=C/C(=O)N(Cc2cccs2)C2CCS(=O)(=O)C2)cc1 (stereo not drawn)	-0.66	-2	-10	1	-1	-1	1	-38	·

# Gathered by group: those above with a COOH group (two)
Compound	KCC2 mod	Furin inh	Thrombin inh	KLK5 inh	14-3-3 Bad PPI	eIF4E 4G PPI	EBV gp42 inh	p47phox inh	Rad51 HR inh
CC1=NN(c2ccc(Cl)c(C(=O)O)c2)C(=O)C1	1.1	-25	1	-10	-6	8	-15	-5	-10
CC(C)CC(NS(=O)(=O)c1cccc(C(=O)O)c1)C(=O)O (stereo not drawn)	0.32	-31	1	-13	13	2	-3	-1	8

# Next section.
Compound	KCC2 mod	Furin inh	Thrombin inh	KLK5 inh	14-3-3 Bad PPI	eIF4E 4G PPI	EBV gp42 inh	p47phox inh	Rad51 HR inh
COc1ccc(-c2nnc(SC(C)C(=O)NNC(=O)c3ccc(C)cc3)o2)cc1 (stereo not drawn)	-0.66	-13	-5	10	0[fluorescence artefact?]	-6	4	-5	5
COc1ccc(S(=O)(=O)Nc2ccccc2OC)cc1NC(=O)CC1CC2CCC1C2 (stereo not drawn)	-1.2	-7	-8	-10	-11	15	-10	-24	3
Cc1sc(NC(=O)c2cccs2)c(C(=O)OC(C)C)c1C	0.8	-8[20 µM]	2	-6	3	-2	-5	-17	-4
CCCCc1nc(N2CCOCC2)c(C#N)c2c1COC(C)(C)C2	-0.89	-19[20 µM]	3	-5	10	4	-18	-12	·
CCCc1cc(N2CCN(c3ccccn3)CC2)n2nc(C)c(-c3ccccc3)c2n1	0.59	-6	0	-25	-15[fluorescence artefact?]	-27[fluorescence artefact?]	-11	2	4
CCOC(=O)c1c(NC(=O)c2ccc(N3C(=O)[C@@H]4[C@H](C3=O)[C@H]3C=C[C@@H]4C3)cc2)sc2c1CC(C)CC2 (stereo partly drawn)	-0.64	-19	-7	-15	-18[fluorescence artefact?]	2[fluorescence artefact?]	9	-36	11
O=C(C1CCN(CCCc2ccccc2)CC1)N(CCc1ccccc1)Cc1ccccc1	-1.1	-14	0	-7	33	1	-13	-6	·
COc1ccccc1CNC(=O)COC(=O)c1n[nH]c2ccccc12	-2.8	-14[20 µM]	3	9	9	0	-7	-1	-10
Cc1ccc(F)cc1NC(=O)Cc1ncc(C(F)(F)F)cc1Cl	-0.27	-15[20 µM]	-6	-14	-4	-5	-28	-5	3
O=C(NCCN1C(=O)S/C(=C\c2cccs2)C1=O)c1ccco1	-0.26	-19	-6	-1	-10	0	-14	-9	-1
COc1ccc(S(=O)(=O)N(C)CC(=O)NCc2ccco2)cc1	0.37	-9[20 µM]	3	-3	12	4	-11	-13	·
O=c1c2ccccc2nc(N/N=C/c2ccc(O)cc2)n1O	-0.33	1[20 µM]	9	-18	-1[fluorescence artefact?]	24[fluorescence artefact?]	-10	-35	·
C#Cc1ccc([C@H]2C=C(C(=O)N3CCOCC3)O[C@@H](OCc3ccc(CO)cc3)C2)cc1	0.18	-24	-3	-1	-2	-1	-13	·	·
CCCCN(C)C(=O)c1ccc2c(c1)N(CC)C(=O)c1ccccc1S2(=O)=O	0.26	-18	-3	-1	76*	-2	-4	4	-6
CCOc1ccc(/C=N/NC(=O)c2nnn(-c3nonc3N)c2-c2ccc(OCC)cc2)cc1	1.1	-31	-3	-13	8[fluorescence artefact?]	5	1	-3	·
Cc1ccc(S(=O)(=O)N2CCN(C(=O)c3ccccn3)CC2)cc1	0.86	-17	-10	3	-14	1	-15	-10	2
O=C1CCC(=O)N1OCCCOc1ccc2c(c1)CCC2	-0.054	-21[20 µM]	0	-4	-3	9	-12	8	4
O=C(Nc1nc2ccccc2[nH]1)c1ccc(F)c(S(=O)(=O)N2CCOCC2)c1	-0.45	-4	-5	5	5	4	-14	-1	-12
Cc1ccccc1Cn1c(CN2CCN(c3ccc(F)cc3)CC2)nc2c1c(=O)n(C)c(=O)n2C	0.065	-27	-1	-1	4[fluorescence artefact?]	4	0	-3	·
Cc1ccc(S(=O)(=O)c2cnc(-c3ccccc3)nc2Oc2ccccc2)cc1	·	-7	10	26	-7	5	-6	-2	·
COc1ccc2c(c1)C(c1ccc(C)o1)=NNC(c1ccccc1)=N2	·	-16	-12	-5	-6	-2	-6	-1	4
CC(C)[C@H](NC(=O)OCc1ccccc1)C(=O)NCc1ccccc1	0.13	-4	4	-2	30	-27	-5	2	16
CC(C)(C)NNC(=S)Nc1cccc(F)c1	-0.086	-6	-7	-4	-2	-2	-2	-12	1
CCOC(=O)c1nnn(-c2ccccc2C#N)c1C	·	-14	-4	17	3	4	-2	4	4
N/C(=N/OC(=O)c1cccc([N+](=O)[O-])c1)c1cccc([N+](=O)[O-])c1	0.18	-17	-4	-1	0	5	-1	-5	-3
CCCCOc1ccc(-c2[nH]ncc2C=O)cc1	-0.064	-31	-12	4	-4	4	-10	-2	-15
Cc1cc(NS(=O)(=O)c2ccc(NS(=O)(=O)c3ccc(CC(C)C)cc3)cc2)nc(C)n1	-0.34	-12	-6	·	2	1	9	3	·
COc1cc(C(=O)OCC(=O)Nc2c(F)cccc2F)cc(OC)c1C	0.18	-28	-3	-4	-2	0	-36	-6	34
NNC(=O)c1ccc([N+](=O)[O-])c(CS(=O)(=O)c2ccc(Cl)cc2)c1	·	-17[20 µM]	2	-13	5	0	-21	-4	·
COc1ccccc1Cn1c(SCC(N)=O)nc2c(oc3ccccc32)c1=O	1.6	-24	-3	-3	-4	5	2	7	9
COC(=O)c1ccc(NC(=S)NC2CC3CCC2C3)cc1 (stereo not drawn)	-1	0	-11	-16	-20	-15	11	-9	7
C1=C(c2ccccc2)CCN(c2nc3ccccc3n3cnnc23)C1	·	-46	-6	41*	-13	0	-5	-23	6
Cc1ccc(NC(=S)NCc2cccs2)c(C)c1	·	0[20 µM]	-3	-3	3	7	-1	9	18
CC(CNCC1CCCO1)COc1ccccc1 (stereo not drawn)	0.35	-30[20 µM]	0	7	57	0	-14	3	-7
CC1CC(=S)Nc2ccccc2N1Cc1ccccc1 (stereo not drawn)	0.36	-8	-4	-15	-6[fluorescence artefact?]	9[fluorescence artefact?]	14	-6	4
C/C(CC(=O)NCc1ccccc1)=N\NC(N)=S	0.94	-15	1	-41	-12	1	-3	-10	7
COc1ccc(/C=N/NC(=O)Cn2cnc3c2c(=O)n(C)c(=O)n3C)cc1	0.63	-20	-4	-1	-8	-2	-9	-7	·
COc1ccc(CC(=O)NCc2n[nH]c(=S)n2-c2ccc(Br)cc2)cc1	-0.26	-24	-31	-2	-18	-5	-15	3	24
CC1CN(C2=N/C(=C/c3ccc4c(c3)OCO4)C(=O)N2)CC(C)O1 (stereo not drawn)	-1.1	-18	0	·	-7	-3	-6	-8	·
CC(C)(C)c1ccc(C(=O)c2c[nH]c(C(=O)NCc3ccco3)c2)cc1	·	-8[20 µM]	-1	-12	-1	-3	-37	-14	·
Cc1nn(CC(=O)NCc2ccc(OC(C)C)cc2)c(=O)c2cc3occc3n12	·	-24[20 µM]	-6	-3	-4	2	-3	-9	·
COc1ccc(C(=O)C2CCCN(Cc3cnc(N4CCOCC4)s3)C2)c(OC)c1 (stereo not drawn)	·	-2	-1	·	1	2	-9	2	26
O=C(Nc1ccc(N2CCOCC2)c(Cl)c1)c1ccc(F)cc1	0.45	-12[20 µM]	2	-6	-3[fluorescence artefact?]	0	-20	-16	9
O=C1CN(C(=O)COC(=O)CCC(=O)c2ccc3c(c2)OCCO3)c2ccccc2N1	-4.4*	-7	2	-13	-2	-2	-9	-4	0
C/C(=N\NC(=O)Cn1cc([N+](=O)[O-])cn1)c1ccco1	0.03	-24	3	4	1	-2	-8	-12	12
O=C(O)C1C2C=CC(C2)C1C(=O)NCc1ccc(Cl)c(Cl)c1 (stereo not drawn)	-0.25	-7	-8	-17	-9	-5	13	-2	-1
Cc1cc(CN(C)Cc2ccc(OCC(O)CN(C)Cc3ccccc3)cc2)on1 (stereo not drawn)	-0.03	-18	2	-2	6	3	-10	·	·

# High-throughput results (PubChem BioAssay)
